TCR-CD3 inh: human TCR-CD3 binding inhibition | 0.37% of 360,000 active | TAMRA-labeled TCR probe fluorescence, biochemical | inhibition, % at 9.4 µM; in the data active = inhibition above about 19%;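 also: recombinant mutant TCR 2C K166C tagged with TAMRA read by polarization; 0% = receptor in buffer alone and 100% = receptor with positive control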
Rev-erbA mod: modulates human Rev-erb alpha binding to DNA. P20393. Rev-erbα–FITC-DNA binding, fluorescence polarization, 90 min. AID 1259318. activity, % at 10 µM. 0.79% of 370,000 active;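 active = activity above about 14%, limit read from the data; passing the limit was not always enough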;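 also: 0% = DMSO wells with 35 nM protein and 100% = DMSO wells with 750 nM protein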
TDP2 absorb: blocks human TDP2 phosphodiesterase activity; O95551; 0.34% of 370,000 active; AID 720702; inhibition, % at 12.8 µM; recombinant TDP2, T5PNP hydrolysis, p-nitrophenol absorbance 415 nm;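 active = inhibition above the mean of all tested compounds plus 3 SD, set per campaign, cut at about 25% in these data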;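 also: 0% = DMSO with enzyme and 100% = buffer with substrate but no TDP2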
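System – recombinant human TDP2 · Amount – 120 nM TDP2 per well · Buffer or medium – Mg2+-containing Tris-HCl buffer, pH 7.5 · Reagent – T5PNP substrate, 5 mM · Dosing – 12.8 µM single point, 1% DMSO · Incubation – 2 h at 37 °C · Measured by – epi absorbance · Read-out basis – percent inhibition · Benchmarks – high control without enzyme, low control DMSO plus TDP2 · Repeats – singlicate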
HTRA1 inhibitor: HTRA1 (human) protease inhibition. inhibition, % at 5.96 µM. 0.5% of 340,000 active. recombinant HTRA1, FP-rhodamine activity-based probe, fluorescence polarization. Q92743; in the data active = inhibition above about 36%;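 also: 0% = enzyme with DMSO and 100% = wells lacking enzyme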
ABHD4 inh: inhibitors of mouse ABHD4; Q8VD66; purified mABHD4, FP-Rh probe fluorescence polarization; inhibition, % at 8.92 µM; 0.54% of 370,000 active; AID 720543;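 active = inhibition exceeding the mean over every tested compound plus 3 SD, cut at about 30% in these data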;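 also: 0% = plate median of compound wells and 100% = S159A mutant with DMSO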
Target sequence (Q8VD66 whole entry, looked up): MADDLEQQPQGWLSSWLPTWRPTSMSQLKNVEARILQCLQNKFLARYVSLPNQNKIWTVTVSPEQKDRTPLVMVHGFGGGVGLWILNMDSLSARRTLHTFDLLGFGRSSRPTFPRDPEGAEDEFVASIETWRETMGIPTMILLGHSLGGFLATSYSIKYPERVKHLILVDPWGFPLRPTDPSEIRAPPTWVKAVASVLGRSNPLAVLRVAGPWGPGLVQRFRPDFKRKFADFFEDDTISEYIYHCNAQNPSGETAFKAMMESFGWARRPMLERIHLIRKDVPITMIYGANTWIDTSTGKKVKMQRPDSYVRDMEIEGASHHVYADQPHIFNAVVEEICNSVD
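Test system: mABHD4 protein; Read-out basis: % inhibition; Incubation: 45 min + 60 min at 25 °C; Repeats: single replicate; Technique: fluorescence polarization with parallel and perpendicular emission, 525/598 nm; Compound: 8.92 µM, single dose; Benchmarks: full inhibition S159A mutant plus DMSO, zero as sample-well median.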
SIAE inh: human SIAE inhibition, primary screen | SIAE FP-Rh probe binding, fluorescence polarization | 0.69% of 370,000 active | AID 1053197 | inhibition, % at 9.66 µM;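 active = inhibition above a cutoff: mean of compounds within the control limits plus 3 SD of those, cut at about 17% in these data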;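 also: 0% = plate median of compound wells and 100% = probe without SIAE protein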
Target sequence (Q9HAT2 whole entry, looked up): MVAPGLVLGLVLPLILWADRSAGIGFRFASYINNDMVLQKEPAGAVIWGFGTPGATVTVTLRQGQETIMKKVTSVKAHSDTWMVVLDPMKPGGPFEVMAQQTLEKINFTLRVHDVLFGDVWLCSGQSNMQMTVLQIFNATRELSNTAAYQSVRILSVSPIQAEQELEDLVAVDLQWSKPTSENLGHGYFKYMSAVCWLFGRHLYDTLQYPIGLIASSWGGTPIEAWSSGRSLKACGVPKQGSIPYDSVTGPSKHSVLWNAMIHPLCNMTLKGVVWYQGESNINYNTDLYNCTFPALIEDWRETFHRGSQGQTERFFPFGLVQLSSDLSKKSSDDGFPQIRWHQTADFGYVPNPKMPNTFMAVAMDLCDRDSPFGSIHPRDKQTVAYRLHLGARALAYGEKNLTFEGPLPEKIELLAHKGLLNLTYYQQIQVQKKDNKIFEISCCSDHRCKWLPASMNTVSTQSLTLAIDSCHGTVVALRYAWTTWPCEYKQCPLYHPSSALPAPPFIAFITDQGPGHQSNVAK
PG9 Ab binder: binds the HIV-1 gp120 antibody PG9; AID 624416; 0.43% of 360,000 active; TR-FRET gp120-PG9 antibody binding; inhibition, % at 6.7 µM; in the data active = inhibition above about 8.5%
LEDGF integ inh: blocks HIV-1 LEDGF/p75-dependent DNA integration; 0.64% of 370,000 active; inhibition, % at 3.7 µM; TR-FRET IN-LEDGF/p75 DNA integration, Eu/Cy5;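 active = inhibition above the screen-wide mean plus 3 SD, cut at about 13% in these data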;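 also: signal is the Cy5 over europium emission ratio at 671 and 618 nm; 0% = plate median of compound wells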
PRMT1 FP inh: blocks human protein arginine methyltransferase 1. Q99873. recombinant PRMT1, activity-based probe fluorescence polarization. inhibition, % at 2.79 µM. 1.3% of 370,000 active;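 active = inhibition above about 21% made by adding two undisclosed values, limit read from the data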
rCAG RNA binder: molecules binding r(CAG) RNA repeats; inhibition, % at 3 µM; 1.3% of 370,000 active; r(CAG) RNA repeat, TO-PRO-1 dye displacement fluorescence;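 active = inhibition above the plate cutoff, the mean of all test compounds on that plate plus 3 SD, cut at about 35% in these data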;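 also: 0% = DMSO alone and 100% = 100 µM mitoxantrone as full dye displacement; higher means more dye released from RNA so lower well fluorescence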
An asterisk follows results filed as active; x = not tested or not shown. These rows are one share of the data. The share of hits here may be higher or lower than overall.

Second line of a record – TCR-CD3 inh, Rev-erbA mod, TDP2 absorb, HTRA1 inhibitor, ABHD4 inh, SIAE inh, PG9 Ab binder, LEDGF integ inh, PRMT1 FP inh, rCAG RNA binder
COc1ccc(N2COC3c4cccc5cccc(c45)C32)cc1 (stereo not given)
 : 0.5, 8.6, 6.7, 7.7, 42.6*, 6.7, -0.4, -0.9, 12.5, -0.1
COc1ccc(-n2c(O)c(C=Nc3ccccc3)c3ccccc3c2=O)cc1OC
 : 0.5, -32.9, -1.8, -4.0, 0.2, 0.5, -2.9, -1.6, -2.9, 5.0
O=C(O)Cc1csc(NC(=O)CSc2nnnn2-c2ccc(O)cc2)n1
 : -2.3, -0.2, -5.3, 3.4, 2.7, 3.6, -0.8, -1.6, -1.6, -1.2
O=S(=O)(c1ccccc1)N1CN(c2ccc(F)cc2F)c2nc3ccccc3nc21
 : -0.4, 0.5, -4.4, x, -2.1, 0.7, -0.5, -0.7, 0.5, 5.5
Cc1nc(SCC(=O)Nc2ccc(F)cc2)c2oc3ccccc3c2n1
 : 8.3, 220.0*, 1.4, 6.4, 4.3, -2.8, 45.0*, -1.2, 1.8, 0.7
CN(Cc1nc(-c2cccnc2)no1)S(=O)(=O)c1ccccc1
 : 3.3, 3.8, -5.7, -2.9, -1.4, -3.8, 0.9, 5.2, -0.9, -1.9
Cc1ccc(-c2noc(CSc3ccccc3)n2)cc1
 : 4.0, 1.8, -1.4, -11.3, -5.8, -1.3, -2.7, 2.5, -0.3, 3.4
O=S(=O)(c1ccc(-c2cc(C(F)(F)F)on2)s1)N1CCCC1
 : 2.8, 0.4, 4.0, -0.5, -1.7, 4.8, -1.1, -2.3, -2.5, 4.1
CCc1ccc(/C=C2\Oc3cc(OS(C)(=O)=O)ccc3C2=O)cc1
 : 0.3, -15.8, -8.1, -11.7, -5.1, 1.2, -0.6, 1.9, 2.2, 4.5
O=C1C=C(NC2CCCC2)CC(c2ccccc2)C1 (stereo not given)
 : -4.7, 0.5, 5.9, x, 0.4, 5.7, 0.5, -1.8, 2.2, -2.8
CC(=O)N1N=C(c2ccc(C)o2)CC1c1ccc(F)cc1 (stereo not given)
 : 8.0, 6.0, -2.9, 5.8, 0.5, -2.4, -1.1, 0.1, -0.6, -1.3
O=C(c1ccc(=O)[nH]c1)N1CCCc2ccccc21
 : 1.2, -5.0, 0.0, -0.8, -2.8, 3.1, 1.6, 1.7, 2.0, 0.1
C[C@H]1O[C@@H](n2c3ccc(Cl)cc3c3ccc4c5cc(Cl)ccc5[nH]c4c32)[C@H](O)[C@H](O)[C@H]1O
 : x, -1.9, 1.5, x, 7.7, -20.8, x, -0.5, -0.1, 77.6*
N#Cc1cccc(C(=O)N(CCc2ccccc2)Cc2cccs2)c1
 : -1.3, 5.3, 7.3, -11.5, 3.1, -1.2, -0.1, -3.9, 2.0, -6.3
CCC1Sc2ccc(S(=O)(=O)Nc3cc(OC)cc(OC)c3)cc2NC1=O (stereo not given)
 : -1.7, -0.3, -4.3, -7.2, 6.5, -1.9, -2.2, -3.0, 1.4, 9.9
CN(C)S(=O)(=O)c1ccc(C(=O)Nc2ccc(F)cc2F)cc1
 : 2.2, -4.1, -0.5, 2.4, 4.5, -5.7, -0.1, -6.1, -1.6, 0.3
COc1cccc(NC(=O)C2CCN(c3cnccn3)CC2)c1
 : -0.8, -3.1, 8.4, 4.3, 0.7, 0.4, -1.9, 3.2, -0.3, -0.9
COC(=O)c1ccc(NC(CC(C)C)C(=O)OC)c([N+](=O)[O-])c1 (stereo not given)
 : 3.2, -3.3, -10.7, -1.1, -0.1, -2.8, -1.2, 4.6, -1.1, -4.6
CC(C)(C)c1ccc(CC(=O)N2CCC2(C)C(=O)NS(=O)(=O)c2ccc3c(c2)CCO3)cc1 (stereo not given)
 : -1.6, 0.5, -3.4, x, 7.7, -1.3, -0.7, -1.1, -3.5, 24.1
Cc1nn(C)cc1/C=N/NC(=O)Cn1cncn1
 : 2.3, 3.2, 4.9, x, -0.7, -4.0, -0.9, -1.5, -1.1, 1.1
CCCNC(=O)C1(C)CCN1C(=O)Cc1ccc(C(C)C)cc1 (stereo not given)
 : -0.7, -1.3, -6.4, x, 4.0, 1.7, 2.3, 0.1, -2.5, -2.3
O=C(c1ccc(S(=O)(=O)NCC2CCCO2)cc1)N1CCN(c2cccc(Cl)c2)CC1 (stereo not given)
 : 2.1, x, 9.1, -7.8, -3.1, 6.6, -1.1, 3.7, -7.7, -3.3
C[C@H](CO)N1C[C@H](C)[C@@H](CN(C)C(=O)Nc2ccnc(N3CCOCC3)c2)OCc2cn(nn2)CCCC1=O
 : -5.3, 7.6, 5.8, x, 4.1, 6.4, -1.6, 0.9, 0.7, -1.7
O=C(c1cc(S(=O)(=O)N2CCN(c3ccccc3)CC2)ccc1Cl)N1CCCC(C(F)(F)F)C1 (stereo not given)
 : 1.3, 4.6, -11.1, -14.7, -2.9, -2.5, -1.3, -0.9, -0.3, 0.6
CCc1cccc(C)c1NC(=O)C1CCN(c2nn3c(=O)cc(C)nc3s2)CC1
 : -5.1, -3.9, -2.4, -1.8, -3.4, -2.4, -0.5, 2.7, -4.0, -4.1
COc1cc(C(=O)NC(=S)Nc2ccc3oc(=O)ccc3c2)cc(OC)c1OC
 : -4.2, 10.7, 4.7, -2.2, -0.4, 1.5, 0.8, 1.3, 0.8, -3.0
CCN(CC)c1ccc(C(=O)OCC(=O)Nc2cc3oc4ccccc4c3cc2OC)cc1
 : -0.9, 5.8, -9.4, -3.3, 0.6, -1.7, -0.8, -1.9, -1.1, 3.9
NC(=O)C1(N2CCCCC2)CCN(Cc2nc(-c3cccs3)no2)CC1
 : -12.2, 0.6, 7.3, -4.1, 2.0, -1.5, 0.0, -3.2, 5.6, 1.4
CC(/C=C/c1ccccc1)=N\Nc1nc(C)cc(C)n1
 : 4.8, 4.5, 1.1, 4.6, 2.7, 13.6, -4.8, 2.8, 5.6, 0.0
Cc1ccccc1CN1C(=O)CN(S(C)(=O)=O)CC1(C)C(=O)NC(C)C (stereo not given)
 : 4.9, -0.8, 0.0, x, 0.2, 0.5, -0.4, 1.5, -1.4, 2.9
C=CCN(c1ccccc1OC)S(=O)(=O)c1ccc(Cl)c(C(=O)NCc2ccco2)c1
 : -8.6, 6.6, 2.1, -8.4, 2.6, -6.5, -0.6, 1.3, 3.0, 4.9
CC(=O)OC1CCC2(C)C(CCC3C2CC(=O)C2(C)C3CC(C3CCCC3=O)C2C(C)=O)C1 (stereo not given)
 : 0.1, -1.8, 4.5, -2.3, 1.3, 1.5, 1.9, 7.4, 0.7, -2.5
CC(C)(C)NCC(O)COc1cccc2c1CCC(=O)N2 (stereo not given)
 : 8.6, 1.4, -1.0, 2.2, 1.5, 0.8, 0.8, 1.1, -3.2, 1.3
Cc1cc(NC(=O)CN(C)CC(=O)Nc2ccc(Cl)cc2)no1
 : -1.4, 2.8, 7.1, -0.3, -2.1, 3.6, 0.4, 0.3, -2.6, -4.3
CC(C)C(NC(=O)c1ccccc1)C(=O)N1CCCCCC1 (stereo not given)
 : -12.9, 1.2, -2.1, 0.8, -4.0, 1.4, -1.5, 8.6, -2.6, 0.2
Cc1ccc(S(=O)(=O)N2CCOC2CNC(=O)C(=O)NCCN2CCOCC2)cc1 (stereo not given)
 : -4.4, 1.7, 4.0, 3.1, 0.1, 0.2, 0.3, -3.3, 0.2, -4.3
C(=N\Nc1nc(-c2ccccc2)cs1)/c1ccncc1
 : 2.6, 9.5, 10.0, 9.0, 8.1, 7.7, -1.1, -2.1, 4.2, 6.0
O=C(c1cc([N+](=O)[O-])ccc1N1CCCC1)N1CCCCC1
 : 4.3, -3.5, -9.0, 6.2, -1.2, -5.8, -0.7, 2.4, -2.9, -5.4
COc1ccc(NC(=O)Nc2c(SC)nsc2SC)cc1
 : 0.4, -3.1, 4.3, -2.4, -1.5, 5.9, -1.7, 3.5, 0.3, -0.2
COc1ccc(N(CC(=O)NC2CCCCCC2)S(=O)(=O)c2ccc(C)cc2)cc1OC
 : -0.7, -9.4, -0.1, -2.6, -0.5, -8.5, 0.2, -0.2, 0.3, 0.1

Other entries:
SMILES,TCR-CD3 inh,Rev-erbA mod,TDP2 absorb,HTRA1 inhibitor,ABHD4 inh,SIAE inh,PG9 Ab binder,LEDGF integ inh,PRMT1 FP inh,rCAG RNA binder
CCNC(=O)CCCOc1ccc(Cl)cc1Cl,-0.7,1.4,9.4,4.2,-14.1,1.3,0.0,1.6,-1.8,-2.5
O=C(CSc1nc(=O)n2cc(Cl)ccc2n1)Nc1ccc2c(c1)OCCO2,1.9,1.7,17.1,-2.6,3.8,-5.2,-0.3,-0.7,1.1,13.2
Cc1ccccc1OCCC(=O)OCC(=O)NCCc1ccc(S(N)(=O)=O)cc1,-4.6,0.3,4.2,6.6,1.8,0.8,-1.2,-4.1,1.2,7.0
CN(c1ccc(OCC(=O)OCC(=O)Nc2ccc(F)cc2)cc1)S(=O)(=O)c1ccc(Cl)cc1,0.5,3.2,6.2,-34.4,-6.8,-15.8,-1.5,2.1,4.4,5.8
CCN1C(=O)c2ccc(-c3nc4ccccc4c(=O)o3)cc2C1=O,-4.2,-3.0,8.7,0.4,1.7,1.1,-1.5,0.1,0.0,0.6
CC(=O)Nc1ccc(Nc2nc(-c3c(C)nc4ccccn34)cs2)cc1,-2.4,-2.5,-12.7,x,5.7,4.8,-8.1,-1.4,-3.2,3.3
Cn1c(=O)n(Cc2ccccc2)c(=O)c2c1nc(NCC1CCCO1)n2Cc1ccccc1 (stereo not given),6.6,-5.0,11.2,-5.7,5.8,8.2,0.4,-1.2,-4.0,-8.0
CCOc1ccc(NC(=O)C2CCN(C(=O)C3CC(=O)N(c4ccc(C)cc4)C3)CC2)cc1 (stereo not given),-1.8,-1.9,-2.3,9.3,4.4,-7.7,-4.3,0.1,-2.8,-3.8
CCc1ccc(NC(=O)CN(c2ccc(OC)cc2)S(=O)(=O)c2c(C)nn(C)c2C)cc1,0.9,-1.9,0.3,-11.0,0.4,-3.5,-1.5,-2.5,-2.4,-0.9

In the list so far, these contain a thiophene ring, fused or not.
SMILES,TCR-CD3 inh,Rev-erbA mod,TDP2 absorb,HTRA1 inhibitor,ABHD4 inh,SIAE inh,PG9 Ab binder,LEDGF integ inh,PRMT1 FP inh,rCAG RNA binder
O=S(=O)(c1ccc(-c2cc(C(F)(F)F)on2)s1)N1CCCC1,2.8,0.4,4.0,-0.5,-1.7,4.8,-1.1,-2.3,-2.5,4.1
N#Cc1cccc(C(=O)N(CCc2ccccc2)Cc2cccs2)c1,-1.3,5.3,7.3,-11.5,3.1,-1.2,-0.1,-3.9,2.0,-6.3
NC(=O)C1(N2CCCCC2)CCN(Cc2nc(-c3cccs3)no2)CC1,-12.2,0.6,7.3,-4.1,2.0,-1.5,0.0,-3.2,5.6,1.4
